# Assay outcomes from PubChem BioAssay.
# 3CLpro inhibitor = SARS-CoV 3CLpro protease inhibition; inhibition, % at 6 µM; P0C6X7; recombinant SARS-CoV 3CLpro, quenched FRET peptide cleavage; 290,000 compounds, 0.14% hits; in the data active = inhibition above about 12%
# FBA Mtb inh = inhibits M. tuberculosis FBA enzyme. purified M. tuberculosis FBA, fluorescence read-out. inhibition, % at 1 µM. 360,000 compounds, 2.3% hits; in the data active = inhibition above about 27%;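 note: 0% = vehicle and 100% = reference inhibitor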
# VHR inh abs = DUSP3 (human) phosphatase inhibition; inhibition, % at 13.3 µM; P51452; 290,000 compounds, 0.52% hits; AID 1654; recombinant VHR phosphatase, pNPP absorbance; in the data active = inhibition above about 50%; note: some compounds called inactive have numbers as strong as hits
# Target sequence (P51452 whole entry, looked up): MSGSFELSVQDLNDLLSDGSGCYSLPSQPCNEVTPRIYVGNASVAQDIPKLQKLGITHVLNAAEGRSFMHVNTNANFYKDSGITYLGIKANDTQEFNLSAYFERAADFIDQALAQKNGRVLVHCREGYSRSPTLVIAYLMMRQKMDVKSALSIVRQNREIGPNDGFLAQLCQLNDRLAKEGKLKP
# Rv3671c inh = inhibitors of M. tuberculosis serine protease Rv3671c; 320,000 compounds, 0.048% hits; inhibition, % at 5.96 µM; P9WHR9; AID 2606; in the data active = inhibition above about 38%;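 note: extracellular domain of Rv3671c used as enzyme; 0% = enzyme with DMSO and 100% = no enzyme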
# Target sequence (P9WHR9 whole entry, looked up, the tested form may be a part): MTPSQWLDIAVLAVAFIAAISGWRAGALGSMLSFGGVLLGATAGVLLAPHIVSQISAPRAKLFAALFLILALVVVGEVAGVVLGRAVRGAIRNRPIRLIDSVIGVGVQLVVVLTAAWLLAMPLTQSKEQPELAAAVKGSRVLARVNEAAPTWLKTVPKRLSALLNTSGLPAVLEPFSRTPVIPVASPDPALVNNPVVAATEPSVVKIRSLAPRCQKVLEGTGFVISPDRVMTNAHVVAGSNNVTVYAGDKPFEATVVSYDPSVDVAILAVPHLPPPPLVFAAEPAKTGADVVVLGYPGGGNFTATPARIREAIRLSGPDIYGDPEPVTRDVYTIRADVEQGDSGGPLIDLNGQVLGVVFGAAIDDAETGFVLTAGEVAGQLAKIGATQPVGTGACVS
# SSB-PriA inh = K. pneumoniae PriA-SSBct interaction inhibition | AlphaScreen SSBct-PriA binding, biotinylated peptide | inhibition, % at 33 µM | 430,000 compounds, 0.6% hits | AID 1272365; in the data active = inhibition mostly above about 37%, no sharp cut-off; inactive = mostly below about 20%;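 note: plate controls were negative control peptide for no effect and reference peptide for full effect; strong numbers were not always called active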
# Mtb BioA inh = BioA (M. tuberculosis) enzyme inhibition. inhibition, % at 9.99 µM. AID 602481. purified M. tuberculosis BioA enzyme, plate reader. 360,000 compounds, 0.096% hits; in the data active = inhibition above about 40%
# MazF activator = MazEF (E. coli) toxin RNase activation; activation, % at 20 µM; AID 504720; 350,000 compounds, 0.32% hits; FAM/BHQ RNA-DNA oligo cleavage fluorescence, 5 h; P0AE70; in the data active = activation above about 50%
# Target sequence (P0AE70 whole entry, looked up): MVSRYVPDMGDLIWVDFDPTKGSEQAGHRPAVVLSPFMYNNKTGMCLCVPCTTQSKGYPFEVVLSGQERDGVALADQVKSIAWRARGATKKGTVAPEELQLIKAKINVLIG
# Vc quorum ag = induces V. cholerae light production without autoinducers. V. cholerae BH1578 lux reporter, luminescence, 6 h. activation, % at 18.7 µM. 350,000 compounds, 0.16% hits; in the data active = activation mostly above about 9.7%, no sharp cut-off; note: not every result past the cut was called active; inactives centre near 0; reference of the scale not given here
# GDH-TPI inh = inhibits GDH-TPI coupling enzymes, artifact for Mtb FBA screen; 360,000 compounds, 1.2% hits; inhibition, % at 4.8 µM; AID 588335; GDH-TPI coupled enzyme counterscreen, NADH absorbance; in the data active = inhibition above about 30%;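 note: 0% = DMSO wells and 100% = wells lacking the enzyme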
# Mtb UGM inh = inhibitors of M. tuberculosis UDP-galactopyranose mutase; P9WIQ1; inhibition, % at 10 µM; purified UGM, fluorescence polarization probe displacement; 320,000 compounds, 0.06% hits; in the data active = inhibition above about 10%, passing the limit was not always enough
# An asterisk follows results filed as active; i = inactive; · = no result given. Not all compounds are listed; rates above refer to the full screens.
# Each structure is followed by: VHR inh abs | SSB-PriA inh | Mtb UGM inh | MazF activator | Rv3671c inh | GDH-TPI inh | Mtb BioA inh | FBA Mtb inh | 3CLpro inhibitor | Vc quorum ag
COc1ccc(Nc2cc(Nc3cccc(OC)c3)ncn2)cc1
  -5.7 | -4.1 | 3.0 | 10.6 | 2.8 | 2.5 | 0.2 | 1.5 | 2.5 | i
CC1CCN(c2nc(-c3ccccc3O)nc3ccccc23)CC1
  27.3 | -16.6 | -0.1 | -4.1 | -5.3 | 6.2 | -1.0 | 1.0 | -2.2 | -0.4
CCCOC1CCCN(C(=O)c2ccc(OC3CCN(C(=O)COC)CC3)cc2)C1 (centres undefined)
  14.0 | -7.3 | 0.9 | -9.5 | 3.1 | 2.8 | -1.9 | 3.6 | 3.2 | 0.6
O=C(Nc1ccc(NC(=S)NC(=O)c2ccccc2F)cc1)c1cccs1
  -0.2 | -1.9 | 0.5 | 10.4 | -45.7 | 6.3 | · | -2.5 | 1.1 | -0.5
COc1cccc(/C=N/NC(=O)C(=O)NCc2cccnc2)c1O
  -10.5 | · | 1.3 | 7.3 | 3.4 | 17.8 | -1.8 | 5.4 | 0.9 | -0.3
CC(=O)c1ccc(N2CCCC2)c(F)c1
  3.6 | · | -2.5 | · | 3.4 | · | · | · | -4.5 | ·
CC1(C)CC(=O)C2=C(C1)OC(N)=C(C#N)C2c1ccsc1 (centres undefined)
  27.7 | 3.9 | -2.7 | 5.7 | -6.2 | 7.8 | 0.7 | -1.9 | -0.2 | 5.6
O=C(NC1CCCCCC1)C1CCN(S(=O)(=O)N2CCC3(CC2)OCCO3)CC1
  11.3 | -19.2 | 0.6 | -5.2 | 1.0 | 3.2 | 0.5 | -1.4 | -0.8 | -3.6
NS(=O)(=O)c1ccc(NC(=O)COC(=O)c2cc3ccccc3oc2=O)cc1
  3.5 | 0.5 | -0.6 | 9.1 | -6.1 | 32.9* | -3.1 | 9.9 | 0.6 | 0.5
COc1cc(NC(=O)c2cc(OC)c(OC)c(OC)c2)ccc1NC(=O)c1cccs1
  10.5 | -7.3 | 2.8 | -0.8 | -0.5 | 24.7 | 2.9 | 0.0 | -3.3 | 0.1
O=C(CCCc1ccccc1)NCCc1cnc[nH]1
  9.5 | -6.9 | 0.8 | 3.8 | 0.7 | -3.5 | -1.3 | -2.1 | 4.2 | i
CC12CC3CC(C)(C1)CC(C(=O)NCc1cccnc1)(C3)C2
  1.0 | 0.3 | -1.5 | -23.9 | 1.8 | 22.9 | 0.2 | -1.8 | -6.2 | 0.4
COc1ccc(C)cc1N(C(=O)c1ccc(C#N)cc1)C1=NC(C)(C)CS1
  -4.7 | -10.5 | -1.3 | 7.2 | 0.2 | 11.6 | -1.1 | -0.6 | 0.6 | i
CCOCCCNC(=O)C(NC(=O)Cc1cccs1)c1ccccc1 (centres undefined)
  8.3 | -3.1 | -1.1 | -0.9 | 3.5 | 3.7 | · | 1.3 | 3.3 | i
COc1ccccc1C1SCCN1C(=O)c1ccc([N+](=O)[O-])cc1 (centres undefined)
  -8.0 | -3.6 | 1.3 | 0.7 | -14.9 | 3.1 | · | -1.8 | -4.7 | i
Cc1cc(C)c2c(=O)n(CC(=O)Nc3cccc(F)c3)sc2n1
  -2.5 | -0.5 | 2.3 | -24.4 | -2.7 | 20.2 | · | 5.2 | -2.4 | -0.6
Nc1cc(=O)[nH]c(SCC(=O)Nc2ncc(C(F)(F)F)cc2Cl)n1
  6.0 | 9.8 | -3.4 | 4.3 | -4.0 | -0.6 | · | 0.5 | -2.2 | i
COc1ccccc1NC(=O)N1CCCC1C(=O)Nc1ccc2c(c1)OCO2 (centres undefined)
  20.4 | -12.5 | -5.3 | -5.1 | -3.2 | 9.7 | 0.0 | 28.2* | 0.0 | 5.0
CC1([N+](=O)[O-])COP(=O)(Nc2ccc(Cl)cc2)OC1 (centres undefined)
  · | -4.2 | · | 2.3 | · | -13.3 | · | -0.6 | · | 1.1
CCOC(=O)c1sc(=S)n(C)c1NC(=O)c1ccccc1
  -2.5 | -3.8 | -0.5 | 13.7 | -3.7 | 35.8* | 6.9 | -1.7 | -1.7 | -0.2

# Entries of single compounds, quoted from the list. Screens in order: VHR inh abs, SSB-PriA inh, Mtb UGM inh, MazF activator, Rv3671c inh, GDH-TPI inh, Mtb BioA inh, FBA Mtb inh, 3CLpro inhibitor, Vc quorum ag
# CC1CCN(c2nc(-c3ccccc3O)nc3ccccc23)CC1 reads 27.3, -16.6, -0.1, -4.1, -5.3, 6.2, -1.0, 1.0, -2.2, -0.4
# Cc1cc(C)c2c(=O)n(CC(=O)Nc3cccc(F)c3)sc2n1 reads -2.5, -0.5, 2.3, -24.4, -2.7, 20.2, ·, 5.2, -2.4, -0.6
# CCOC(=O)c1sc(=S)n(C)c1NC(=O)c1ccccc1 reads -2.5, -3.8, -0.5, 13.7, -3.7, 35.8*, 6.9, -1.7, -1.7, -0.2
# COc1ccc(Nc2cc(Nc3cccc(OC)c3)ncn2)cc1 reads -5.7, -4.1, 3.0, 10.6, 2.8, 2.5, 0.2, 1.5, 2.5, i
# CC1(C)CC(=O)C2=C(C1)OC(N)=C(C#N)C2c1ccsc1 (centres undefined) reads 27.7, 3.9, -2.7, 5.7, -6.2, 7.8, 0.7, -1.9, -0.2, 5.6

# The list continues:
# Each structure is followed by: VHR inh abs | SSB-PriA inh | Mtb UGM inh | MazF activator | Rv3671c inh | GDH-TPI inh | Mtb BioA inh | FBA Mtb inh | 3CLpro inhibitor | Vc quorum ag
COc1cc(OC)cc(C(=O)OC/C(O)=C(\C#N)c2nc3ccccc3[nH]2)c1
  4.8 | 3.8 | 1.0 | 3.2 | 4.3 | 21.2 | -0.3 | 0.8 | 0.2 | i
C[C@H](CO)N1C[C@H](C)[C@@H](CN(C)Cc2ccc(Oc3ccccc3)cc2)OCc2cnnn2CCCC1=O
  · | · | · | 6.1 | · | 3.3 | 0.6 | -2.4 | · | -0.3
Cc1ccc(CN(C)C(=O)c2cccc(S(=O)(=O)N3CCN(c4ccccc4)CC3)c2)cc1
  · | 1.9 | · | -3.3 | · | 0.4 | -0.1 | 1.6 | · | 0.0
CCCCC(=O)N1CCN(c2nc3ccc(F)cc3s2)CC1
  1.8 | -10.4 | -2.0 | -0.1 | 0.1 | 12.6 | 1.3 | 7.8 | 5.1 | i
COc1ccc2nc(-c3ccccc3)cc(C(=O)OCC(=O)N3CCCCC3)c2c1
  · | -40.6 | 2.2 | -4.8 | -41.8 | 0.5 | -0.5 | 87.0* | · | 0.4
CC1(C)O[C@@H]2[C@H](O1)[C@@H](CO)O[C@H]2n1cc(Br)c(=O)[nH]c1=O
  · | -9.1 | -2.0 | 0.8 | 3.6 | 6.7 | -1.0 | 2.6 | · | -5.9
O=S(=O)(c1ccc(NC(=S)NCCC(c2ccccc2)c2ccccc2)cc1)N1CCOCC1
  -3.6 | -6.0 | 0.6 | -4.2 | -372.7 | 6.4 | · | -5.3 | 4.1 | -0.3
